Lipid storage S3 – qHTS Assay for Lipid Storage Modulators in Drosophila S3 Cells. Drosophila S3 cells, BODIPY lipid droplet fluorescence, 18-24 h; cells fed with added oleic acid. hit rate 0.64% among 320,000. lipid storage change, negative = inhibition, % at the top dose, mostly 46.1 µM; hits show Potency in µM; active = well fitted inhibition curve with a large enough effect in the signal ratio, with a control signal flat, not every such curve was filed as active; inconclusive = small, poorly fitted or top-dose-only effect, or effect the other way, or a change in a side signal; the % refers to the signal ratio
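Drosophila S3 cells got compounds at several concentrations plus oleic acid (400 uM solution). Laser-scanning cytometry with 488 nm excitation read lipid droplets at 500-530 nm and cells at 575-640 nm. Percent activity was relative to 20 uM Triacsin C.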
Lipid storage S3 cell count max – also measured in Lipid storage S3; calls as there; cell number change, %; measured here: cell count max response;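 cells counted by Cell Tracker Red CMTPX staining in the red channel; peak over a dose series mostly up to 46.1 µM; percent activity relative to internal control wells on each plate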
Numbers without * were called inactive; i = inactive; u = inconclusive; x = no result given; [ ] = another dose, or the depositor's remark. % is set by controls: 0 for no effect and ±100 for the full control effect; potency is the fitted concentration of half-maximal effect.

cpd	SMILES	Lipid storage S3	Lipid storage S3 cell count max
1	COc1cc2c(=O)n(-c3ccc(C)cc3)c(=O)n(CC(=O)c3ccc4c(c3)OCO4)c2cc1OC	i	x
2	COCCn1c(SCC(=O)Nc2nnc(C)s2)nnc1-c1c[nH]c2ccccc12	i	x
3	CCOc1ccc(C(=O)Nc2cc(C)on2)cc1	8.0%	-7.2
4	Cc1cccc(NC(=O)CNC(=O)COC(=O)c2ccc(C(C)(C)C)cc2)c1C	u	x
5	O=C(CSc1ccc2c(c1)OCCO2)NCc1ccco1	u	x
6	Cc1cccc(N2CCN(CC(=O)NCc3ccccc3)CC2)c1C	i	x
7	O=C(Nc1nc2ccc(S(=O)(=O)N3CCCCC3)cc2s1)c1ccncc1	u	x
8	CC(C)[C@@H](NC(=O)C1CCN(C(=O)[C@@H]2CCCN2C(=O)OC(C)(C)C)CC1)C(=O)NCc1ccc(F)cc1	4.7%	18.4
9	COc1ccc(-n2c(=O)c3ccccc3n(CC(=O)Nc3cccc(OC)c3)c2=O)cc1	u	x
10	COc1ccccc1NS(=O)(=O)N(C)C	u	x
11	CCOC(=O)c1c(C)[nH]c(C(=O)OCC(=O)N2CCc3ccccc32)c1C	u	x
12	Cc1ccccc1C(=O)N(C)c1ccccc1C(=O)NCc1ccccc1	u	x
13	CN(C)c1ccc(NC(=S)N2CCN(c3ncc(C(F)(F)F)cc3Cl)CC2)cc1	6.3%	6.9
14	Cc1cccc(NC(=S)N(CCN(C)C)Cc2cc3cc(C)cc(C)c3[nH]c2=O)c1	4.4%	7.4
15	CN(C1CCCCC1)S(=O)(=O)c1ccc2c(c1)c(=O)c(C(=O)NCCN1CCCC1)cn2C	-3.9%	2.6
16	CCOc1ccc(-n2c(SCc3ccc([N+](=O)[O-])cc3)nnc2-c2ccccc2)cc1	13.8%	-1.7
17	O=C(Nc1cccnc1)c1ccc([N+](=O)[O-])o1	i	x
18	COc1ccc(C(=O)N2CCC3(CC2)NCCc2[nH]cnc23)cc1OC	i	-24.1
19	N=c1sc2ccccc2n1-c1ccccc1	u	x
20	Cc1ccc(N(Cc2cc3ccccc3[nH]c2=O)S(C)(=O)=O)cc1	10.0%	21.2
21	COC(=O)C1CCN(C(=O)COC(=O)CC(NC(C)=O)c2ccccc2)CC1 (stereo not drawn)	u	x
22	CC(C)CN(C(=O)CN1CCN(c2cccc(Cl)c2)CC1)c1c(N)n(CC(C)C)c(=O)[nH]c1=O	u	x
23	O=C(/C=C/c1ccc([N+](=O)[O-])cc1)NCCc1ccccc1	u	x
24	O=C(COc1ccccc1)Nc1nnc(-c2ccccc2)o1	u	x
25	O=C(c1cccs1)n1nc(-c2cccnc2)nc1NCc1ccco1	10.0%	4.8
26	O=C(CCn1c(=O)oc2ccccc21)Nc1ccc2c(c1)OCCO2	0.5%	x
27	Cc1noc2ncnc(N3CCCCC3)c12	u	x
28	Cc1c(NC(=S)NC(NC(=O)CC(C)C)C(Cl)(Cl)Cl)c(=O)n(-c2ccccc2)n1C (stereo not drawn)	2.1%	-5.4
29	CN1C(=O)Cc2cc(S(=O)(=O)NCCc3ccc(Cl)cc3)ccc21	i	14.5
30	COCCCN(Cc1ccco1)C(=O)CSc1nc2ncccc2[nH]1	-19.6%	x

In the list so far, these contain an aryl methoxy group:
cpd	SMILES	Lipid storage S3	Lipid storage S3 cell count max
1	COc1cc2c(=O)n(-c3ccc(C)cc3)c(=O)n(CC(=O)c3ccc4c(c3)OCO4)c2cc1OC	i	x
9	COc1ccc(-n2c(=O)c3ccccc3n(CC(=O)Nc3cccc(OC)c3)c2=O)cc1	u	x
10	COc1ccccc1NS(=O)(=O)N(C)C	u	x
18	COc1ccc(C(=O)N2CCC3(CC2)NCCc2[nH]cnc23)cc1OC	i	-24.1

(further entries)
cpd	SMILES	Lipid storage S3	Lipid storage S3 cell count max
31	COCc1nc(-c2ccc(-c3ccc(OC)cc3)nc2OC)no1	u	x
32	Cc1ccccc1CNC(=O)C1CCC(=O)N(CC2CCCCC2)C1 (stereo not drawn)	u	x
33	CC1Cc2ccccc2N1C1=CC(=O)CCC1 (stereo not drawn)	u	x
34	COc1ccc(CCN(Cc2cc3ccc(C)cc3[nH]c2=O)C(C)=O)cc1OC	19.7%	x
35	O=S(=O)(Nc1nnc(-c2ccccc2)s1)c1ccc(Cl)cc1	8.6%	5.0
36	CSc1nc(-c2ccccc2)nn1C(=O)c1ccc(C)cc1	6.5%	-15.9
37	CCOc1ccc(-n2c(Cc3cc(=O)[nH]c(=O)[nH]3)nnc2SC(C)C)cc1	u	x
38	CC(CN(C)Cc1ccccc1)OC(=O)C1COc2ccccc2O1 (stereo not drawn)	7.8%[9.22 µM]	x
39	Cc1c(Cc2ccccc2)c(=O)oc2c(C)c(OCc3nn[nH]n3)ccc12	u	x
40	Cc1cccc(C(=O)Nc2ccc(NC(=O)CN3CCOCC3)cc2)c1	i	-27.8
41	CCCCOc1ccc(C2C(=O)N(C3CCCCC3)CC(=O)N2CC2CCCO2)cc1 (stereo not drawn)	0.0%	0.3
42	CC(C)c1ccc(NC(=O)CCNS(=O)(=O)c2cccc3nonc23)cc1	u	x
43	CC(=O)Nc1ccc(NC(=S)Nc2ccccc2)cc1	u	x
44	COc1ccc(N(C)S(=O)(=O)c2cccc(C(=O)NCc3ccc(C)cc3)c2)cc1	u	x
45	CC1CCN(c2ccc(C(=O)Nc3ccc4c(c3)OCO4)cc2[N+](=O)[O-])CC1	-29.0%	-23.1
46	Cc1ccc(NC(=O)c2ccc(=O)[nH]n2)cc1S(=O)(=O)Nc1ccccc1Cl	u	x
47	O=C(O)C1Cc2[nH]cnc2C(c2cccc([N+](=O)[O-])c2)N1 (stereo not drawn)	u	x
48	O=C(Nc1cccc(-c2ccc(N3CCCCC3)nn2)c1)c1ccc(Br)o1	u	x
49	CCCCN(C)C(=O)C1CCN(Cc2ccc(OCc3ccccc3)cc2)CC1	-1.6%	-3.8
50	CCc1cccc(CC)c1NC(=O)COC(=O)Cc1ccsc1	1.2%	-2.2
51	COc1ccc(Nc2nc(-c3cccs3)nc3ccccc23)c(OC)c1	u	x
52	Cn1c(CC(=O)Nc2ccccc2F)nnc1SCC(=O)NC1CCCCC1	u	x
53	COc1ccc(Nc2cc(C)nc3nc(C)nn23)cc1Cl	-9.7%	1.6
54	CC(C)C(c1nnnn1Cc1ccccc1)N1CCc2ccccc2C1 (stereo not drawn)	i	26.2
55	Cc1cc(C(=O)NCc2ccc(F)cc2)c2ccccc2n1	u	x
56	COc1cccc(C(=O)CN(C(=O)c2ccc(Cl)c(Cl)c2)N2C(=O)c3ccccc3C2=O)c1	u	x
57	COCCCNC(=S)N1CCC(NC(=O)Nc2ccc(C)cc2)CC1	2.1%	22.5
58	C(=N\Nc1nc(Nc2ccccc2)nc(Nc2ccccc2)n1)/c1ccncc1	i	-15.1
59	CCOc1ccc(NC(=O)C2CCCN(C(=O)NCc3ccccc3)C2)cc1 (stereo not drawn)	-2.3%	-2.2
60	O=C(COc1ccc2c3c(c(=O)oc2c1)CCC3)NCCN1CCOCC1	-12.5%	-6.3
61	Cc1ccc2cc(N)ccc2n1	u	x
62	COc1ccc(-c2sc3cc(OC)c(OC)cc3c2C#CC2(O)CCCCC2)cc1	u	x
63	O=C(CN1CCCCC1)N1c2ccccc2Sc2ccc(C(F)(F)F)cc21	-0.5%	-10.6
64	Cc1ccnc2nc(C(=O)N3CCN(S(=O)(=O)c4ccccc4)CC3)nn12	u	x
65	C=CCNC(=O)c1ccccc1NC(=O)c1ccc(Cl)c(S(=O)(=O)Nc2ccccc2)c1	-5.8%	-6.8
66	O=C(C1CCC1)N1CCc2cc(S(=O)(=O)Nc3ccc4c(c3)OCO4)ccc21	5.4%	9.0
67	COc1ccc(N2CCN(C(=O)CN3C(=O)NC4(CCCCCC4)C3=O)CC2)cc1	5.8µM*	-6.8*
68	Cc1cccc(CSc2cn(CC(=O)N3CCOCC3)c3ccccc23)c1	-5.8%	3.6
69	CC1CCC2C(=O)N(c3ccc(Cc4ccncc4)cc3)C(=O)C2C1 (stereo not drawn)	u	x
70	COc1ccccc1CNC(=O)C(NC(=O)c1ccccc1)C(C)C (stereo not drawn)	u	x
71	COc1ccc(CNC(=O)c2cc(-c3ccco3)on2)cc1	-5.1%	11.2
72	COc1ccc(CCNC(=O)COC(=O)C2CC2C)cc1 (stereo not drawn)	u	x
73	C/C(CC(=O)Nc1cccc(C(F)(F)F)c1)=N\NC(=O)C(=O)NCC(C)C	-16.6%	x
74	COc1ccc(OCC(=O)OCC(=O)NCc2ccco2)cc1	u	x
75	Cc1ccc(S(=O)(=O)N2CCOCC2)cc1C(=O)Nc1ccc2c(c1)CCC2	u	x
76	Cc1cc(C)c2c(c1)-c1c(ssc1=S)C(C)(C)N2C(=O)CSc1nncn1C	u	x
77	O=C(CSc1ccc(Cl)cc1)Nc1ccc(NC(=O)c2ccco2)cc1	u	x
78	O=C(NC(=S)Nc1ccccc1Br)C1CCCC1	u	x
79	CC(C)c1ccccc1N1CC(C(=O)O)CC1=O (stereo not drawn)	u	x
80	O=C(NCCN1CCN(c2ccccc2F)CC1)c1cccn2c(=O)c3ccccc3nc12	4.1%	-5.0
81	Cc1cc(C)c(S(=O)(=O)N2CCOC2CNC(=O)C(=O)NCCN2CCOCC2)c(C)c1 (stereo not drawn)	u	x
82	O=C(NC(=S)NCC1CCCO1)c1ccc(Br)o1 (stereo not drawn)	u	x
83	Fc1ccc(Cn2c(SCc3ccc(F)c(C(F)(F)F)c3)nnc2C(F)(F)F)cc1	u	x
84	Cc1ccc(NC(=O)C(=O)NCCN2CCN(Cc3ccc([N+](=O)[O-])cc3)CC2)cc1	-9.4%	11.4
85	COc1ccc(OC)c(S(=O)(=O)Nc2ccc(C(C)=O)cc2)c1	-8.3%	-21.7
86	COC(=O)Cc1c(C)c2ccc(OCC(=O)N3CCOCC3)cc2oc1=O	7.2%	11.3
87	NC(=O)c1ccc(NC(=O)COC(=O)c2c3c(nc4ccccc24)/C(=C\c2ccc4c(c2)OCO4)CCC3)cc1	u	x
88	Cc1ccc(OCC(=O)NC(C)c2ccccc2)cc1 (stereo not drawn)	3.4%	25.1
89	C=COCCNC(=O)C1CC(=O)N(c2ccc(C)cc2)C1 (stereo not drawn)	i	7.8
90	CCC(CC)c1nnc(NC(=O)COc2ccc3c(C)cc(=O)oc3c2)s1	0.2%	-10.9

The listing continues.
cpd	SMILES	Lipid storage S3	Lipid storage S3 cell count max
91	CCOC(=O)C(CC)n1cnc2c(nnn2-c2ccccc2)c1=O (stereo not drawn)	-2.0%	9.5
92	C=CCNC(=O)C1CCN(S(=O)(=O)c2ccc3ccccc3c2)CC1	u	x
93	O=C(CN1CCOCC1)Nc1ncc(Br)cc1Br	i	10.8
94	Cc1cccc(NC(=S)N(CCCN2CCOCC2)Cc2ccccn2)c1	u	x
95	CCN(CC)CCN1C(=O)C(=O)/C(=C(/O)c2ccc(S(=O)(=O)N3CCOCC3)cc2)C1c1ccc(C(C)C)cc1 (stereo not drawn)	u	x
96	CCOc1ncccc1C(=O)OCC(=O)Nc1cccc(S(=O)(=O)N2CCCCCC2)c1	-8.4%	14.9
97	O=C(c1ccc(F)cc1)N1CCCC(c2nc(-c3cccs3)no2)C1 (stereo not drawn)	44.7%	x
98	CCOC(=O)C1CCN(S(=O)(=O)c2ccc3c(c2)CC(C)N3C(=O)C2CC2)CC1 (stereo not drawn)	i	x
99	Cc1ccc(S(=O)(=O)N2CCOCC2)cc1NC(=O)CSc1nc(N)cc(=O)[nH]1	-7.4%	7.5
100	CCOC(=O)N1CCN(c2c(NCCN3CCN(c4ccccc4F)CC3)c(=O)c2=O)CC1	u	x
101	COC(=O)c1sc(NC(=O)C2CCCO2)c(C(=O)OC)c1C (stereo not drawn)	u	x
102	OC(CNc1ccccc1)COc1ccc(OCC(O)CNc2ccccc2)cc1 (stereo not drawn)	u	x
103	CC(C)N1CC(C(=O)Nc2ccc(Cl)c([N+](=O)[O-])c2)CC1=O (stereo not drawn)	i	3.0
104	COc1cc(C(=O)OC2CC3CCC2(C)C3(C)C)ccc1OC(C)=O (stereo not drawn)	-15.5%	-2.9
105	O=C(COc1cccc2ccccc12)NNC(=O)C1CCCO1 (stereo not drawn)	4.8%	4.5
106	Cc1nn(CC(=O)OC(C)C(=O)Nc2ccccc2[N+](=O)[O-])c(C)c1[N+](=O)[O-] (stereo not drawn)	u	x
107	O=C(NCCNC(=O)C(F)(F)F)c1ccncc1	1.7%	-13.1
108	Cc1ccc(S(=O)(=O)CCC(=O)OCc2cc(C)ccc2C)cc1	u	x
109	CCOC(=O)Nc1ccc2nc(N3CCCCCC3)sc2c1	u	x
110	Cc1ccc(S(=O)(=O)Oc2ccccc2/C=C2/SC(=O)NC2=O)cc1	-8.9%	7.2
111	Cc1ccc(-n2ncc3c(NCc4cccnc4)ncnc32)c(C)c1	u	x
112	CCCCN(C(=O)C(C)N1C(=O)c2ccccc2C1=O)c1c(N)n(CC(C)C)c(=O)[nH]c1=O (stereo not drawn)	1.9%	-23.6
113	COc1ccc(N(CC(=O)NC2CCCC2)C(=O)Cn2nnc(-c3ccc(C)o3)n2)c(OC)c1	u	x

Assay outcomes: PubChem BioAssay, National Center for Advancing Translational Sciences (NCATS)

The list is partial (hit frequency here may not be typical).
